Bioassay records: PubChem, National Center for Advancing Translational Sciences (NCATS)
D1 antagonist: human D1 dopamine receptor antagonism; P21728; HEK293 TREx D1 cells, calcium flux, dopamine EC80; hits give low values; activity change, negative = inhibition, % at 10 µM; 360,000 compounds, 3.2% hits; AID 504652; in the data active = activity change below about -30%; note: % is set by controls: 0 for no effect and ±100 for the full control effect
Target sequence (P21728 whole entry, looked up): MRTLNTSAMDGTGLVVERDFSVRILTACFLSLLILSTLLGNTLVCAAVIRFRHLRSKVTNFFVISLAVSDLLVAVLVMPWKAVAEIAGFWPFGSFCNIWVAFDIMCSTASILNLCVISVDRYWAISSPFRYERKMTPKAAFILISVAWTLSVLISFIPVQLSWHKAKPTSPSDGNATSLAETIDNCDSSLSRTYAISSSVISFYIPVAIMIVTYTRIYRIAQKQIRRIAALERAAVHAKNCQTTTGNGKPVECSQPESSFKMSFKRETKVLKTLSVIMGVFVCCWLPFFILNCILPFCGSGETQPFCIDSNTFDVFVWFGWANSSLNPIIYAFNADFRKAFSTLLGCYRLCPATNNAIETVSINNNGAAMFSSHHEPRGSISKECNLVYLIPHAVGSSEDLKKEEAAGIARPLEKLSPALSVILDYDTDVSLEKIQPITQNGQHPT
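HEK293 T-REx cells expressing inducible, force-coupled D1 receptor; no-wash Ca dye, 30–90 min RT. Cmpd → 180 s read at 1 Hz → EC80 DA → 180 s read.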
RXFP1 ag: agonists of human relaxin receptor RXFP1; HEK293T-RXFP1 cAMP TR-FRET, 30 min; response scale: percent of porcine relaxin response, buffer zero; 370,000 compounds, 0.3% hits; Q9HBX9; Potency, µM (top dose mostly 57.5 µM), without a hit: top-dose activation, actives largely listed as activators; note: potency is the fitted concentration of half-maximal effect; % is set by controls: 0 for no effect and ±100 for the full control effect; nearly all actives have a fitted effect of over 60% in size; many of its hits are not listed in these tables
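cAMP rise read by TR-FRET after 30 min, 37C compound exposure (up to 58 uM) in RXFP1-transfected HEK293 cells with Ro 20174 present. EC50 from Hill-equation fits, with 29 nM porcine relaxin as 100% and buffer as basal.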
D2 PAM: positive allosteric modulators of human D2 dopamine receptor. P14416. potentiation, % at 10 µM. AID 485347. 340,000 compounds, 0.34% hits. HEK293 T-REx D2, calcium flux, EC20 dopamine potentiation;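 active = potentiation over 3 SD above the plate norm, cut at about 30% in these data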; note: 0% is about no effect
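Tetracycline-induced Hek293 Trex D2 cells, force-coupled to calcium, loaded with no-wash calcium dye. Compound added with 180 s kinetic read for agonism, then EC20 dopamine and a further 180 s read for potentiation.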
D1 ag: agonists of human D1 dopamine receptor | 360,000 compounds, 1% hits | activation, % at 2 µM | HEK293 T-REx D1 cells, calcium flux, agonist mode | P21728; in the data active = activation above about 30%; note: 0% is about no effect
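Inducible HEK293 T-REx D1 cells, force-coupled to calcium signalling, were plated at 4000 cells/well with tetracycline and held overnight at 30 C. After no-wash calcium dye loading, compound-evoked calcium rise over 180 s flagged agonists.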
GRP78 ERSR act: induces the endoplasmic reticulum stress response in human glioma cells; U87-MG GRP78 promoter luciferase reporter, 16 h; Potency, µM, without a hit: top-dose activation, usual class: activators; 420,000 compounds, 0.02% hits; AID 602332; note: potency is the fitted concentration of half-maximal effect; series mostly up to about 76 µM; % of control where 0% means no effect; nearly all actives have a fitted effect of over 35% in size
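ERSR induction read as luciferase luminescence (Bright-Glo, 10 min at room temperature) in stably transfected human U87-MG glioma cells exposed to compounds for 16 h, using GRP78 as sensor.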
Vif-APOBEC3F blk: Vif-A3F binding inhibition. HeLa A3F-eYFP + Vif (tagged APOBEC3F with the HIV-1 protein that degrades it), YFP fluorescence increase. Potency, µM (top dose mostly 46.1 µM), for the others: at the top dose activity, negative = active. 390,000 compounds, 0.2% hits; note: potency is the fitted concentration of half-maximal effect; % of control where 0% means no effect; nearly all actives have a fitted effect of over 65% in size
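HeLa cells stably expressing Vif plus C-terminally eYFP-tagged A3F were seeded, incubated overnight at 37 deg C, dosed with compound, incubated overnight again at 37 deg C. Yellow fluorescence (Ex 488/Em 500-530) reported blocked Vif-mediated A3F-eYFP degradation.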
LDHA block: blocks human lactate dehydrogenase A. purified LDHA, NADH/diaphorase-resazurin fluorescence; hits give low values. activity change, % (values are at about 110 or 230 µM). 480,000 compounds, 0.15% hits; in the data active = activity change below about -30%; inconclusive = mostly about -25% to -30%;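 note: plate controls were DMSO wells for no effect and wells without enzyme for full effect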
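Enzyme activity of human lactate dehydrogenase 5 (2 nM; 0.06 mM NADH, 0.2 mM pyruvate, 5 min, RT) is measured via a resazurin/diaphorase fluorescence readout of residual NADH.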
D1 PAM: potentiators of human D1 dopamine receptor; P21728; HEK293 TREx D1 cells, calcium flux, dopamine EC20 potentiation; potentiation, % at 10 µM; 360,000 compounds, 0.036% hits; in the data active = potentiation above about 30%; note: 0% is about no effect
Vif-APOBEC3G blk: blocks the Vif interaction with human APOBEC3G. AID 602310. Q9HC16. 410,000 compounds, 0.076% hits. HeLa A3G-eYFP + Vif (tagged APOBEC3G with the HIV-1 protein that degrades it), YFP fluorescence, overnight. Potency, µM (series often up to 46.1 µM), for the others: at the top dose activity, negative = active, hits mostly inhibitors;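 note: potency is the fitted concentration of half-maximal effect; % is set by controls: 0 for no effect and ±100 for the full control effect; nearly all actives have a fitted effect of over 60% in size; hits raise eYFP signal because A3G escapes Vif-driven loss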
Target sequence (Q9HC16 whole entry, looked up): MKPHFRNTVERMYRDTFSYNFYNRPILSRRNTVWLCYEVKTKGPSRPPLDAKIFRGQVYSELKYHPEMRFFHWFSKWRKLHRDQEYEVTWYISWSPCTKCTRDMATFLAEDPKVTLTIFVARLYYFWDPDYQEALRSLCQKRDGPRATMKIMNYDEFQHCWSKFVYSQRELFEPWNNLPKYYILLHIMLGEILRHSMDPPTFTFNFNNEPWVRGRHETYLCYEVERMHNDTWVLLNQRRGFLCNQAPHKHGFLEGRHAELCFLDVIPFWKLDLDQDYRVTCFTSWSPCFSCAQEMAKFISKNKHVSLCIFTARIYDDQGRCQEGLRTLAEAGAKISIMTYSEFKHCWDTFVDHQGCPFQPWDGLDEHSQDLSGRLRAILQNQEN
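HeLa cells stably expressing Vif and C-terminally eYFP-tagged A3G, seeded overnight at 37 deg C, then exposed to compound by pintool overnight at 37 deg C. Rise in yellow fluorescence (Ex 488/Em 500-530, Acumen) marks blocked Vif-driven A3G degradation.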
An asterisk follows results filed as active; ? = inconclusive; . = not tested or not shown; & = joins results of further samples. Unless noted, calls come from the whole dose curve; as a rule, active = well fitted curve in the direction sought with a large enough effect; inconclusive = small, poorly fitted or top-dose-only effect, or another doubt; inactive = no such curve, though single readings can be large; an effect the other way counts as inactive or inconclusive. A portion of the library; rates above refer to the full screens.

Molecule	D1 antagonist	RXFP1 ag	D2 PAM	D1 ag	GRP78 ERSR act	Vif-APOBEC3F blk	LDHA block	D1 PAM	Vif-APOBEC3G blk
Cc1ccc2c(O)c(Cc3ccccc3)c(=O)[nH]c2n1	.	.	.	.	-3.3%	9.2%	-1.5	.	0.0%
C/C(Cn1nc([N+](=O)[O-])cc1C)=N\NC(=O)COc1c(Cl)cc(Cl)cc1Cl	-17.7	2.4%	-5.4	1.2	-5.7%	-2.5%	-5.4	-11.2	?
O=C1CC(NCc2ccc3c(c2)OCO3)C(=O)N1Cc1ccc2c(c1)OCO2 (stereo not given)	-5.6	-2.9%	1.3	4.7	-5.2%	-7.5%	-6.5	-2.9	4.1%
O=C(COc1c(CO)cc(Br)cc1CO)NC1CCCc2ccccc21 (stereo not given)	-10.8	-0.6%	-0.3	5.1	-6.1%	-4.0%	-10.2	-2.1	-5.4%
CCN1CCN(S(=O)(=O)c2ccc3c(c2)OCCO3)CC1	-1.4	0.0%	-2.7	0.6	-0.1%	-22.8%	-3.9	0.1	1.1%
O=C(CSCc1ccccc1Br)Nc1ccccc1	14.5	-1.3%	1.4	6.1	5.8%	1.1%	-1.3	-4.9	-8.8%
COC(=O)Cn1c(=NC(=O)CSCC(=O)Nc2cc(C)on2)sc2ccccc21	13.4	0.2%	3.2	-0.7	-4.8%	0.4%	-5.9	-7.3	1.0%
CCOC(=O)c1sc(NC(=O)CN2CCCC2)c(C(=O)OCC)c1C	10.8	-0.7%	16.2	2.5	-4.2%	-0.6%	-2.2	1.8	-0.5%
CCCCn1c(N)c(N(CC(C)C)C(=O)C2CCN(S(=O)(=O)c3ccc(C)cc3C)CC2)c(=O)[nH]c1=O	-0.4	0.6%	-6.7	3.0	-5.0%	-11.2%	-6.9	5.7	-1.6%
CC(=O)Nc1ccc(NC(=O)CCc2nc3ccccc3c(=O)[nH]2)cc1	4.5	1.6%	-9.5	0.5	-4.9%	-5.0%	-1.7&-2.9	-5.8	-5.0%
CCc1ccccc1OCC(=O)Nc1cc(S(=O)(=O)N2CCOCC2)ccc1N1CCCCC1	0.3	1.3%	7.7	4.8	-0.2%	7.1%	-6.9	-4.5	-5.3%
COc1ccc(CCNC(=O)Cn2nc(-c3ccc(Cl)cc3)ccc2=O)cc1OC	-19.2	0.3%	6.1	-2.5	0.3%	-19.0%	3.0	-1.4	-0.4%

Results in RXFP1 ag, Vif-APOBEC3F blk and D1 ag, for 2 of the compounds above:
| molecule | RXFP1 ag | Vif-APOBEC3F blk | D1 ag |
| --- | --- | --- | --- |
| CCOC(=O)c1sc(NC(=O)CN2CCCC2)c(C(=O)OCC)c1C | -0.7% | -0.6% | 2.5 |
| CCCCn1c(N)c(N(CC(C)C)C(=O)C2CCN(S(=O)(=O)c3ccc(C)cc3C)CC2)c(=O)[nH]c1=O | 0.6% | -11.2% | 3.0 |

(more compounds)
Molecule	D1 antagonist	RXFP1 ag	D2 PAM	D1 ag	GRP78 ERSR act	Vif-APOBEC3F blk	LDHA block	D1 PAM	Vif-APOBEC3G blk
Cc1ccc(SCCC(=O)N2CCC(C(N)=O)CC2)cc1	6.0	-2.0%	-6.1	-0.5	3.4%	8.0%	-5.3	0.2	1.9%
COc1ccc(C)cc1NC(=O)c1noc2c1CSc1ccccc1-2	-3.4	0.3%	2.6	-0.4	-3.5%	-5.7%	-10.2	0.4	1.5%
O=C1CCc2cc(S(=O)(=O)NC(C(=O)Nc3ccc(F)cc3)c3ccccc3)ccc2N1 (stereo not given)	-8.8	-0.6%	-4.5	2.2	-3.0%	1.7%	2.8	0.9	-2.5%
CC(C)[C@H](NC(=O)N1CCn2c1nc1ccccc12)C(=O)N[C@@H](Cc1ccccc1)C(=O)O	-4.6	-0.7%	1.7	1.0	-2.0%	-1.5%	-10.4	0.0	-2.0%
CC(C)(C)N=Cc1cc(-c2ccccc2)sc1O	2.0	2.0%	0.1	-0.6	-2.7%	-5.3%	-5.5	2.0	2.4%
COc1ccc(S(=O)(=O)N2CCCCC2)cc1NC(=O)C1CCCC1	7.7	2.6%	12.3	0.3	-1.6%	4.3%	-0.6	6.7	-8.6%
O=C(COc1ccccc1)NCC(=O)Nc1cccc2ccccc12	2.5	-0.3%	-0.4	0.3	-1.5%	0.6%	-11.8	0.9	-7.1%
COC(C[C@@H]1O[C@@H]1[C@@H](O)[C@H](C)OCc1ccccc1)OC	-10.9	-2.0%	-3.6	2.7	1.6%	-3.6%	4.1	-6.8	3.0%
COc1ccc(-c2cc(C(=O)Nc3nc4ccccc4s3)c3ccccc3n2)cc1OC	-13.0	-0.3%	-10.8	2.9	6.9%	3.5%	-3.6	4.7	-6.0%
CC(C)CC(=O)N1CCN(CC2CC=CCC2)CC1 (stereo not given)	9.1	0.3%	7.2	0.2	-3.1%	-3.3%	3.1&-22.1	-3.6	-8.8%
CCCOC(=O)c1cccc(Nc2nc(-c3cccnc3)nc3ccccc23)c1	-9.8	-1.2%	-4.8	1.5	-9.2%	2.6%	-5.7	3.6	?
COc1ccccc1CN(C(=O)CCl)C(C(=O)NC1CCCCC1)c1ccncc1 (stereo not given)	-28.1	2.9%	-12.1	1.6	-1.4%	-10.9%	9.3	-7.4	1.9%
CCC1S/C(=N/N=C/c2cccs2)NC1=O (stereo not given)	0.7	0.8%	5.2	1.0	-0.8%	-4.1%	-6.5	-0.5	-0.7%
CCCc1nn2c(=O)cc(COC(=O)c3ccc4c(c3)OCO4)nc2s1	-2.1	1.5%	-4.1	5.6	-0.8%	-1.2%	-1.3	-5.7	0.8%
Cc1cccc(NC(=S)N(CCCN2CCOCC2)C(C)c2cc3ccccc3o2)c1 (stereo not given)	3.9	0.8%	-9.8	2.7	-3.2%	5.6%	-5.6	-10.7	0.5%
Cc1ccc(CC2SC(=O)NC2=O)cc1Cl (stereo not given)	-7.3	0.7%	1.9	1.5	-2.9%	3.1%	0.4	0.5	-5.0%
O=C(c1ccc2c(c1)N(Cc1cccc(Cl)c1)C(=O)c1ccccc1S2=O)N1CCC(Cc2ccccc2)CC1 (stereo not given)	1.6	1.4%	-4.2	5.3	-1.9%	-0.6%	-0.2	-0.3	-5.2%
O=S(=O)(NCCc1cn2ccccc2n1)c1cccs1	3.2	1.0%	3.9	4.1	-0.9%	-1.5%	-6.9	-0.4	-0.3%
CCOC(=O)c1cnc2c(Cl)cc(Cl)cc2c1Nc1cc(C(=O)O)ccc1C	-3.8	5.9%	-4.3	0.0	-1.9%	4.7%	-1.9	-0.5	1.1%
COc1ccccc1OCCn1c(C(C)O)nc2ccccc21 (stereo not given)	9.3	1.0%	-1.6	1.8	-5.0%	1.2%	-5.1	-0.8	0.4%
CCCCC(=O)Nc1cc(-c2nc3ncccc3o2)ccc1C	-7.9	2.2%	-1.8	0.2	-2.1%	15.3%	-9.8	-0.9	1.3%
CCC1CCc2sc(C(=O)N(C)CC(=O)Nc3ccc(OC)cc3)cc2C1 (stereo not given)	-1.3	0.1%	11.0	2.8	-4.3%	1.5%	0.6	0.8	1.1%
CCC(=O)c1ccc(OCc2ccc(C(=O)OC)cc2)cc1	-22.5	2.4%	7.4	15.8	-6.1%	12.9%	-7.1	-4.0	-15.3%
CCn1c(=O)c2cc(C(=O)NCCCN3CCN(C)CC3)sc2c2ccccc21	-1.7	-0.6%	-16.6	2.6	-0.5%	-0.3%	1.8	-1.3	4.5%
O=C(COc1ccc([N+](=O)[O-])cc1)Nc1ccc2c(c1)nc1n2CCOC1	2.8	-1.3%	-6.5	1.6	-4.7%	1.3%	0.4	-9.6	0.1%
CCOC(=O)c1sc(NCCNc2nc(C)c(C(=O)OCC)s2)nc1C	4.8	1.7%	0.7	1.6	0.3%	-13.8%	-4.1	11.7	4.5%
Cc1nnsc1SCC(=O)O	-10.8	-0.1%	15.8	2.1	-0.2%	-6.3%	-18.0	-2.7	-3.3%
COc1cccc(C(=O)NC2(C(F)(F)F)N=C3SCCN3C2=O)c1 (stereo not given)	10.2	-0.2%	-8.0	1.6	-1.3%	-10.3%	-3.0	-6.7	-0.5%
Cc1cc(Br)c(NC(=O)C(C)Sc2nnnn2C)c(Br)c1 (stereo not given)	-20.5	-0.7%	4.9	3.6	-4.7%	6.4%	-4.5	-6.9	-4.0%
O=C(O)c1cccc([N+](=O)[O-])c1C(=O)Nc1ccc2ccccc2c1	-9.1	1.3%	9.6	2.3	-3.9%	-1.3%	14.2	-0.2	0.5%
Cc1nc(-c2ccccc2)cn2c1nc1ccccc12	-5.7	-1.1%	4.4	-0.2	2.5%	-9.4%	-0.1	-6.1	-7.7%
COc1ccc(C2NC(=O)CCC2[N+](=O)[O-])cc1OC (stereo not given)	-2.1	3.2%	12.0	1.7	-1.7%	-0.3%	0.8	-1.8	-0.4%
O=C(c1cnn2c(C(F)(F)F)cc(-c3ccc(Br)cc3)nc12)N1CCOCC1	1.2	-0.7%	.	4.2	-4.4%	2.4%	-6.7	-7.8	-0.3%
COC(=O)C1CCN(C(=O)COC(=O)C2CCN(S(=O)(=O)c3c(Cl)cccc3Cl)CC2)CC1	-3.4	-0.2%	1.8	16.2	-3.2%	1.0%	-3.4	6.5	-0.6%
O=C(O)C1C2CCC(C2)C1C(=O)Nc1nc2ccccc2s1 (stereo not given)	-2.6	0.1%	9.3	2.9	8.7%	-1.9%	-4.4	3.8	-0.5%
Cc1cc2oc3c(c(=O)c2cc1C)C(c1cccc(Br)c1)N(Cc1ccco1)C3=O (stereo not given)	-24.1	0.7%	-0.3	0.2	-4.3%	-3.9%	-3.8	-3.0	2.6%
Cc1c(Cl)c(C(F)(F)F)nn1CC(=O)NN	-6.8	-0.9%	-4.1	4.6	-2.2%	-8.0%	-5.8	-6.2	-6.8%
